Screens deposited in PubChem by several laboratories.
Autophagy mod = autophagy modulators in MEF cells, primary screen, imaging, high-content, MEF GFP-LC3. MEF GFP-LC3 puncta imaging; test concentration mostly 10 µM. calls only at 10 µM (by protocol). hit rate 0.98% among 190,000. AID 463193, 2010;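 active = percentage of spot-positive cells more than 3 SD above its plate mean, without a fluorescence outlier flag or 80% toxicity; inconclusive = no clear call, values can overlap the other calls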;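 note: spot-positive cell cutoff set from DMSO-treated cells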
MT stabilizer = microtubule stabilizers in HeLa cells, primary screen, imaging, high-content imaging. hit rate 0.83% among 200,000. % tubulin-high responders, % at 10 µM. HeLa tubulin immunostaining HCS, 24 h; share of cells brighter than vehicle mean+2SD;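 active = plate Z-score above 3 for both tubulin-high and condensed-nucleus cell shares, with cell loss under 80%, at 10 µM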;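 note: anti alpha tubulin signal scored within the nucleus-defined area of each cell; some results filed as inactive read as strong as hits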
bCat nuc transl = modulators of beta-catenin nuclear translocation, primary screen, imaging, HeLa cells, immunofluorescence, high-content | hit rate 0.3% among 190,000 | nuclear translocation activity, % at 5 µM | AID 1665, 2009;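 active = nuclear translocation activity above 50% at 5 µM, with a well cell count of 50 or more; inconclusive = wells under 50 cells across six images, flagged as toxic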;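 note: per-cell ratio of nuclear to cytoplasmic median beta-catenin stain intensity; plate controls were DMSO negative control for no effect and GSK-3 inhibitor IX positive control for full effect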
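Technique: fluorescence imaging of beta-catenin antibody stain plus DAPI / Material: human HeLa cell line / Incubation: compound treatment 24 h, 37°C, 5% CO2 / Read-out basis: % activation of per-cell nuclear versus cytoplasmic median beta-catenin signal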
WT yeast gro inh = growth inhibition of WT strain, primary screen, mitochondrial fusion inhibitor project, WT and mutant strains, chemical genetic; inhibition, % at 10 µM; AID 1362, 2008; mitochondrial fusion phenotypic screen; hit rate 2.1% among 190,000; in the data active = inhibition above about 58%; tested in S. cerevisiae
Yfh1-depleted yeast = enhancers of respiration in Yfh1-depleted yeast, dose response, Friedreich's ataxia, plus single-dose screen (AID 1465); S. cerevisiae Yfh1-off respiration, WST-1 reduction, 72 h; higher fold induction means a stronger effect; fold induction at 50 µM; hits with a dose series show EC50 in µM; hit rate 0.074% among 220,000;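 active = fold induction of absorbance versus untreated yeast above a set limit, then at least 30% activation at any dose in follow-up; inconclusive = repeats straddling the limit, or above it without dose testing; inactive = fold induction below the set limit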;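 note: activators that raise dye reduction in frataxin-depleted yeast; strong numbers were not always called active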
Ins promoter up = insulin promoter activators in MIN6 cells, imaging, high-content screening, mouse beta cells. hit rate 0.3% among 190,000. MIN6 insulin promoter-GFP reporter; hits give high values. z-score at 5 µM. AID 1625, 2009;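 active = z-score above 3 at 5 µM with at least 500 cells counted in the well; inconclusive = wells under 500 cells, flagged as cytotoxic or low count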
HEK293 NOD2/NF-kB = NOD2 signaling inhibitors, cell-based, luminescence, uHTS, HEK293 (AID 1566); hit rate 0.63% among 290,000; HEK293 NOD2/NF-kB luciferase reporter, luminescence; higher % means a stronger effect; one-dose inhibition, % at 4 µM; EC50 in µM for titrated hits; in the data active = inhibition above about 50%; note: many of its hits are not listed in these tables
Hep lipid drop = inhibitors of hepatocyte lipid droplet formation, primary screen, imaging, high-throughput imaging, BODIPY stain; AID 1656, 2009; hit rate 0.4% among 240,000; inhibition, % at 6.5 µM; AML12 mouse hepatocytes, oleate lipid droplets;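 active = lipid droplet intensity inhibited by at least 50%, with more than 500 cells counted; inconclusive = wells with under 300 cells, treated as cytotoxic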
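Assay system: AML12 hepatocytes (mouse) / Also added: 100 µM oleic acid challenge / Times: overnight treatment with compound plus oleate / Detection: high-content imaging of BODIPY-stained droplets and DAPI nuclei / Evaluation: % inhibition of lipid droplet signal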
Dynein transport = inhibitors of GR-EGFP nuclear translocation, primary screen, dynein cargo transport inhibitor project, imaging, high-content, 3617.4 mouse cells. test concentration mostly 20 µM; stimulated with dexamethasone, 1 µM; hits give low values. z-score, hits read low. hit rate 0.47% among 220,000;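 active = plate z-score of nuclear minus cytoplasmic receptor signal below a set negative limit, without overly bright fluorescence or cell loss, cut at about -3.5 in these data, passing the limit was not always enough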;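 note: z-score of nuclear minus cytoplasmic ring GR-EGFP intensity difference per well; some compounds called inactive have numbers as strong as hits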
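Buffer or medium: Induction medium lacking tetracycline, stripped serum | Also added: Dexamethasone agonist, 1.0 µM final, for 30 min | Timing: 48 h induction, 1 h compound, 30 min dex at 37 °C | Detection: Formaldehyde fixation, Hoechst nuclear stain, 10x automated fluorescence imaging | Measure: Nuclear versus cytoplasmic GR-EGFP signal, averaged per well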
WT yeast gro inh mutant strain = second read-out of WT yeast gro inh, no call of its own (marks repeat the call); inhibition, %; mitochondrial fusion phenotypic screen, mutant strain inhibition
Dynein transport cytoplasmic EGFP = second read-out of Dynein transport, no call of its own (marks repeat the call); z-score; measured here: cytoplasmic GR-EGFP intensity; hits give high values
Dynein transport nuclear GR-EGFP = also measured in Dynein transport; calls as there; z-score; measured here: nuclear GR-EGFP intensity;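 lower value marks the stronger effect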
Dynein transport cell count = also measured in Dynein transport; calls as there; z-score; measured here: cell count per field
Ins promoter up cell count = also measured in Ins promoter up; calls as there; cell count; measured here: cytotoxicity, nuclei count;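 total cells summed across four imaged fields per well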
Hep lipid drop cells 6.5 µM = second read-out of Hep lipid drop, no call of its own (marks repeat the call); cell count; measured here: cell count, cytotoxicity flag;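 cells counted across two imaged fields per well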
bCat nuc transl cell count 5 µM = second read-out of bCat nuc transl, no call of its own (marks repeat the call); cell count; measured here: cell count, cytotoxicity flag
MT stabilizer Hoechst-high % = further read-out of MT stabilizer, marked with its call; % Hoechst-high responders; measured here: nuclear condensation Hoechst responders;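 share of cells brighter than vehicle mean plus two SD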
MT stabilizer cytotoxicity % = further read-out of MT stabilizer, marked with its call; toxicity, %; measured here: cytotoxicity by cell density;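 0% = mean cell density of plate MIN control wells and 100% = no cells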
Autophagy mod cell loss 18 h = further read-out of Autophagy mod, marked with its call; toxicity, %; measured here: cell loss, nuclei count;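 cell loss after 18 h compound exposure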
Active calls of the source: *; i = inactive; ? = inconclusive; / = no result given. Only part of the results is shown (hit frequency here may not be typical).

SMILES	Autophagy mod	Autophagy mod cell loss 18 h	MT stabilizer	MT stabilizer Hoechst-high %	MT stabilizer cytotoxicity %	bCat nuc transl	bCat nuc transl cell count 5 µM	WT yeast gro inh	WT yeast gro inh mutant strain	Yfh1-depleted yeast	Ins promoter up	Ins promoter up cell count	HEK293 NOD2/NF-kB	Hep lipid drop	Hep lipid drop cells 6.5 µM	Dynein transport	Dynein transport cytoplasmic EGFP	Dynein transport nuclear GR-EGFP	Dynein transport cell count
O=C(CCNS(=O)(=O)c1ccc(Br)s1)NCc1ccc2c(c1)OCO2	i	-0.9	3.1	2.1	7.6	1.8	1014	-1.8	-15.2	i	0.16	1315	2.6%	7.1	721	0.0575	-0.152	0.429	-1.13
c1ccc(CCNc2nnnn2-c2ccccc2)cc1	i	0.5	3.6	2.3	7.1	1.1	1389	28.4	12.6	i	0.83	1314	0.6%	/	/	0.223	0.349	0.307	0.325
Cc1nn(C2CCS(=O)(=O)C2)c(Cl)c1/C=C/C(=O)OCC(=O)c1c[nH]c2ccccc12 (stereo not drawn)	i	-5.1	2.0	1.7	8.9	/	/	-12.7	5.5	i	-0.71	1138	32.6%	-2.3	559	0.445	-0.244	0.671	-0.631
Cc1ccc(CS(=O)(=O)CCC(=O)NCCN(C)Cc2ccccc2)cc1	i	-9.4	1.8	1.7	7.9	-1.5	1034	-1.9	-5.1	i	-0.58	1975	-5.6%	-0.8	512	0.327	-0.153	0.471	0.588
Cc1csc(SCC(=O)NC(C)c2ccc(F)cc2)n1 (stereo not drawn)	i	8.3	4.0	3.5	4.7	5.9	832	1.2	10.1	i	1.54	1123	7.4%	7.7	711	-0.863	-0.298	-0.0482	0.634
O=C(CC1C(=O)NCCN1Cc1ccc(-c2ccccc2)cc1)NCC1CCOCC1 (stereo not drawn)	i	1.0	1.6	1.9	10.2	-0.2	1570	-14.8	-10.2	i	0.54	1648	11.8%	21.4	731	-0.723	-0.245	-0.49	0.506
COc1ccc(C(C)(C)C)cc1NC(=O)c1cncc(Br)c1	i	6.5	2.9	2.2	5.3	-0.4	1438	75.9*	-2.0*	i	0.01	1554	8.6%	/	/	-0.174	-0.451	0.0539	0.732
O=[N+]([O-])c1cc(CN2CCN(c3cccc(C(F)(F)F)c3)CC2)c2cccnc2c1O	i	27.5	2.6	0.7	8.0	-0.3	1029	56.6	47.2	i	-1.2	712	20.5%	-5.2	704	0.157	-0.215	0.0117	-0.304
COc1ccc(OCCC(=O)OCC(=O)NCCc2ccccc2)cc1	i	6.4	5.2	2.6	11.4	-0.9	1021	-12.1	14.8	i	0.11	1181	13.7%	5.5	601	0.119	0.0248	0.404	0.594
CN(CCOC(=O)c1ccc2c(c1)OCCO2)Cc1ccccc1	i	2.5	2.6	2.9	3.1	-0.3	1208	-3.3	27.0	i	0.39	1310	16.5%	-4.8	788	0.869	-0.194	0.484	-0.146
COc1ccc(NC(=O)Nc2ccc(N3CCOCC3)c3nonc23)c(OC)c1	i	-19.7	2.3	3.5	11.4	-3.0	959	7.9	-0.5	i	1.17	1637	-6.7%	2.7	713	1.54	-0.107	0.788	-0.156
CCC(=O)c1ccc(SC(=O)N(C)C)cc1O	/	/	/	/	/	-5.7	1098	/	/	i	0.2	1374	10.2%	1.9	703	1.09	-0.162	0.543	-1.2
CCC(=O)Nc1cc(-c2cc3ccccc3oc2=O)ccc1OC	i	15.3	6.4	2.5	9.1	2.0	849	4.0	8.4	i	0.05	1528	-55.0%	-21.1	653	-0.27	-0.266	0.439	0.317
COc1ccc(C(=O)N(CC(=O)NC(C)(C)C)c2ccc3c(c2)OCCO3)cc1OC	i	21.1	1.8	1.7	8.6	-0.3	1172	2.6	-0.1	i	0.86	1351	-16.6%	/	/	0.436	1.91	0.343	-0.168
Cc1cccc(N=C2NC(=O)/C(=C/c3cccnc3)S2)c1C	/	/	/	/	/	0.2	1264	/	/	i	0.08	1137	-25.7%	-0.3	762	-0.872	-0.132	-0.467	-0.311
O=C(COc1ncnc2ccccc12)NC(=O)NCc1ccccc1	i	-10.0	2.1	2.1	2.9	/	/	1.3	1.4	i	/	/	/	/	/	-0.372	-0.207	-0.0486	0.162
CC(C)CSc1nsc(N)n1	i	-1.0	2.9	1.9	0.9	-5.3	1238	20.2	17.3	i	-0.13	1005	-28.6%	0.1	763	-0.316	-0.156	0.106	0.398
Cc1ccc(S(=O)(=O)Nc2ccc3c(c2)OCCO3)cc1	i	1.2	6.7	2.5	7.6	-0.8	1012	7.8	2.1	i	-0.1	1020	30.6%	-21.2	693	0.281	-0.302	0.416	0.129
O=C(NCCCN1CCOCC1)c1cc2c(s1)CCC2	i	-6.0	3.2	1.5	4.3	/	/	-6.1	7.9	/	0.5	950	6.7%	/	/	-1.85	-0.214	-1.09	0.188
CCCC(=O)N1c2ccccc2C(=C2SC(C(=O)OC)=C(C(=O)OC)S2)C(=S)C1(C)C	i	23.1	41.7*	20.7*	35.0*	-1.4	1307	39.5	10.6	i	?	/	0.7%	22.1	692	-0.313	-0.228	-0.12	-0.49
CCC1CCCCN1C(=O)CSc1nc2ccsc2c(=O)n1Cc1ccccc1 (stereo not drawn)	i	41.0	2.2	1.3	3.8	/	/	22.1	22.5	i	-0.51	848	15.0%	/	/	-0.964	-0.0577	-0.251	0.882
COc1ccc(OC)c(NC(=O)c2nnn(CCc3ccccc3)c2N)c1	i	-0.6	4.9	2.8	3.7	/	/	7.5	-5.9	i	-1.18	1012	12.3%	/	/	-1	-0.186	-0.389	0.0854
COC(=O)c1ccccc1C(=O)N1CCCC(CCC(=O)NCc2ccc(F)c(F)c2)C1 (stereo not drawn)	i	0.6	2.9	1.8	4.6	-1.2	1045	-13.3	13.9	i	-0.05	1659	1.7%	-35.7	565	-0.826	-0.242	-0.61	1.37
COc1cccc(CNC(=O)CCC2CCCN(C(=O)CCc3c(C)noc3C)C2)c1 (stereo not drawn)	i	-13.6	2.6	1.5	1.5	-0.3	1142	-1.6	-3.1	i	-0.1	1396	-4.1%	-13.1	642	1.33	-0.156	0.574	-0.754
CCCCCCCCCCCCCCCCn1cc[n+](CC(C)=O)c1	i	43.1	58.3	1.6	45.9	25.2	261	97.9	98.7	i	?	/	5.7%	-40.7	571	0.448	0.055	0.413	-0.581

(more compounds)
SMILES	Autophagy mod	Autophagy mod cell loss 18 h	MT stabilizer	MT stabilizer Hoechst-high %	MT stabilizer cytotoxicity %	bCat nuc transl	bCat nuc transl cell count 5 µM	WT yeast gro inh	WT yeast gro inh mutant strain	Yfh1-depleted yeast	Ins promoter up	Ins promoter up cell count	HEK293 NOD2/NF-kB	Hep lipid drop	Hep lipid drop cells 6.5 µM	Dynein transport	Dynein transport cytoplasmic EGFP	Dynein transport nuclear GR-EGFP	Dynein transport cell count
O=C(CCC(=O)c1cccs1)NCc1ccc(Cl)cc1	i	-6.7	1.1	1.8	0.2	-2.6	1263	-4.0	-14.2	i	0.69	889	-3.0%	4.6	784	-1.18	-0.323	-0.524	0.948
COc1ccc(N2CCN(Cc3cc(=O)oc4ccc(C)cc34)CC2)cc1	i	3.7	1.7	1.7	6.2	/	/	-45.4	-45.3	i	0.07	937	4.0%	/	/	0.00726	0.263	0.185	0.242
CN(C(=O)CS(=O)(=O)c1cccc(Cl)c1)c1ccccc1	i	12.2	3.8	0.8	8.9	0.2	1559	-1.9	3.2	i	/	/	11.0%	3.2	710	2.57	-0.237	1.53	-1.23
O=C(C1CN(S(=O)(=O)c2ccccc2)CCN1S(=O)(=O)c1ccccc1)N1CCCCCC1 (stereo not drawn)	i	-6.9	1.9	1.0	9.2	-0.1	1136	3.6	2.6	i	1.05	1066	2.4%	2.2	748	1.86	0.833	1.28	-1.25
Cc1ccc(Oc2cc(C#N)c(C#N)cc2-n2nnc3ccccc32)cc1C	i	-5.2	1.9	1.6	7.0	-1.7	1209	-4.2	-15.7	i	-0.15	970	12.1%	-3.0	756	-0.559	0.0388	-0.0118	0.15
CCOc1ccc(S(=O)(=O)c2c(C(=O)c3ccc(C)cc3)cnc3cc4c(cc23)OCCO4)cc1	i	-7.8	2.7	4.0	5.7	-1.4	1052	-6.9	-5.9	i	-0.02	1388	-17.6%	-7.9	721	-0.161	-0.0596	-0.174	-0.109

Molecules shown so far that contain a tert-butyl group:
SMILES	Autophagy mod	Autophagy mod cell loss 18 h	MT stabilizer	MT stabilizer Hoechst-high %	MT stabilizer cytotoxicity %	bCat nuc transl	bCat nuc transl cell count 5 µM	WT yeast gro inh	WT yeast gro inh mutant strain	Yfh1-depleted yeast	Ins promoter up	Ins promoter up cell count	HEK293 NOD2/NF-kB	Hep lipid drop	Hep lipid drop cells 6.5 µM	Dynein transport	Dynein transport cytoplasmic EGFP	Dynein transport nuclear GR-EGFP	Dynein transport cell count
COc1ccc(C(C)(C)C)cc1NC(=O)c1cncc(Br)c1	i	6.5	2.9	2.2	5.3	-0.4	1438	75.9*	-2.0*	i	0.01	1554	8.6%	/	/	-0.174	-0.451	0.0539	0.732
COc1ccc(C(=O)N(CC(=O)NC(C)(C)C)c2ccc3c(c2)OCCO3)cc1OC	i	21.1	1.8	1.7	8.6	-0.3	1172	2.6	-0.1	i	0.86	1351	-16.6%	/	/	0.436	1.91	0.343	-0.168
